Assay outcomes (PubChem)
GLD-1 TGE inh: GLD-1/TGE RNA complex disruptors, primary screen, biochemical, fluorescence polarization. Female germline-specific tumor suppressor gld-1 (Caenorhabditis elegans), Q17339. purified GLD-1 + fluorescein TGE RNA. inhibition, % at 5.96 µM. 320,000 tested, 0.44% active;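 active = percent inhibition above a per-plate cutoff, the plate mean of test compounds plus 3 SD, cut at about 30% in these data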;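 note: 0% = DMSO wells with GLD-1 and probe and 100% = wells lacking GLD-1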
Target sequence (Q17339 whole entry, looked up): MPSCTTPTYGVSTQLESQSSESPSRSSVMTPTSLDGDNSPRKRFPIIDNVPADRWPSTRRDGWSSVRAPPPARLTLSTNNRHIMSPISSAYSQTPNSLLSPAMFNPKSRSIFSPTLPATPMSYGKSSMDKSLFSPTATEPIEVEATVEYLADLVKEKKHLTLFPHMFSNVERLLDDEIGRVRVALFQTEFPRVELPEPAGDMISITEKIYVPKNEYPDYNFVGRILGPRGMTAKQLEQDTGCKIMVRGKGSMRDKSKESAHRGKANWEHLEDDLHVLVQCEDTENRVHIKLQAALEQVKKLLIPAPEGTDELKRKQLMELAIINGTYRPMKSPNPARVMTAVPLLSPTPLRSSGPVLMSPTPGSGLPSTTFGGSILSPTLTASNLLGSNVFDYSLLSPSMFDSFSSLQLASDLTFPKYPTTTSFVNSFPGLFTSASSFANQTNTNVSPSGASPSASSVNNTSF
MEX-5 binding: MEX-5 zinc finger RNA-binding disruptors – biochemical, C. elegans, fluorescence polarization, MLPCN library, primary screen. activity score (negative = inhibition of binding), % at 10 µM. 300,000 tested, 0.38% active. MEX-5/FITC-TCR2 RNA binding; hits give low values;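 active = inhibition past about -25% in most replicates, and total fluorescence under double the plate's negative control median, limit read from the data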;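 note: 0% = DMSO and -100% = 5 µM competing unlabeled TCR2 RNA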
MCL1-BIM inh: inhibitors of MCL1 binding to BIM-BH3, primary screen, biochemical, fluorescence polarization; 320,000 tested, 0.68% active; inhibition, % at 10.9 µM; Induced myeloid leukemia cell differentiation protein Mcl-1 (Homo sapiens), Q07820; GST-MCL1 / FITC-Bim-BH3 fluorescence polarization;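 active = inhibition above the mean inhibition of all tested compounds plus 3 SD, set per campaign, cut at about 40% in these data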;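 note: 0% = DMSO wells and 100% = unlabeled Bim-BH3 peptide control; higher means more loss of mP so more displacement of Bim peptide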
Target sequence (Q07820 whole entry, looked up): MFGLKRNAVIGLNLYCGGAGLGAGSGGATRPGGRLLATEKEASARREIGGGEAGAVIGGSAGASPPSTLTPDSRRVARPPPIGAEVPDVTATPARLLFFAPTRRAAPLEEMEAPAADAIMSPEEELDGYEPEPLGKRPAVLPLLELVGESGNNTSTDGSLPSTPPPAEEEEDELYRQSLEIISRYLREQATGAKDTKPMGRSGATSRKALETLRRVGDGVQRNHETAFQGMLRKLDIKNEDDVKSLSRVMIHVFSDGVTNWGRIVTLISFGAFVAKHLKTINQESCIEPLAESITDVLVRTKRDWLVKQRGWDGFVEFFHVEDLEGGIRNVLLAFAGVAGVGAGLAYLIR
EBNA-1 inhibitor: EBNA-1 DNA-binding inhibitors, primary screen, biochemical, fluorescence polarization. inhibition, % at 14.8 µM. 300,000 tested, 0.34% active. AID 1950, 2009; in the data active = inhibition above about 28%
ZTA DNA inh: ZTA (EBV) inhibition in EBNA-1 counter-screen | ZTA-DNA binding, fluorescence polarization | inhibition, % at 11 µM | 320,000 tested, 0.15% active | AID 2234; in the data active = inhibition above about 33%
Yeast superoxide: reduction of superoxide in aged yeast, primary screen, HTS; S. cerevisiae aged cells, superoxide DHE fluorescence; hits give low values; superoxide response (% of plate mean), % at 10 µM; 330,000 tested, 0.18% active; AID 2690, 2010;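 active = superoxide response under a set limit, about three screen SD below normal, cut at about 65% in these data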;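 note: yeast aged for seven days with compound at 30 °C before DHE staining; 100% = average MFI of all compound-treated wells on the plate with controls excluded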
Bcl-xL primary: inhibitors of human Bcl-xL, primary screen, biochemical, fluorescence polarization, HTS | inhibition, % at 10.9 µM | Bcl-2-like protein 1 (Homo sapiens), Q07817 | 320,000 tested, 0.7% active | GST-Bcl-xL / FITC-Bim BH3 peptide fluorescence polarization;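 active = inhibition above the mean of all tested compounds plus 3 SD, cutoff set per campaign, cut at about 30% in these data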;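 note: 0% = DMSO wells and 100% = unlabeled Bim-BH3 peptide competitor; inhibitors lower millipolarization by displacing the labeled peptide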
Fam108B counter: mouse Fam108B serine hydrolase inhibitors, primary screen, counter-screen for RBBP9 inhibitor project, biochemical, fluorescence polarization; inhibition, % at 9.51 µM; recombinant Fam108B, FP-Rh probe fluorescence polarization; 300,000 tested, 0.33% active;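 active = inhibition above the screen mean inhibition plus 3 SD, computed separately per campaign, cut at about 18% in these data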;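 note: inhibitors lower polarization as less probe binds the enzyme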
Efflux pump inh: inhibitors of Candida efflux pumps in yeast, primary screen, S. cerevisiae, Nile Red, multiplex; S. cerevisiae Candida pump triplex; inhibition, % at 10 µM; 330,000 tested, 0.44% active; AID 485275, 2010;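 active = plate passing quality check with inhibition over a set limit, or well fluorescence over plate mean plus 4 SD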;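 note: Nile Red retained in pooled yeast measured as flow cytometry median fluorescence; 0% = buffer negative control and 100% = Enniatin B positive control; higher means more Nile Red kept so more efflux inhibition; some compounds called inactive have numbers as strong as hits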
* = called active by the depositor; · = not tested or not shown.

#	Molecule	GLD-1 TGE inh	MEX-5 binding	MCL1-BIM inh	EBNA-1 inhibitor	ZTA DNA inh
1	CCOc1ccc(NC(=O)N2CCC(n3nnc4ccccc43)CC2)cc1	-4	0.0	-1	6	6
2	O=C(NCc1ccccc1)N1CCC(n2cnc3cc(F)ccc32)CC1	5	0.0	1	-6	-8
3	Cc1ccc(OCC(=O)N/N=C\c2ccco2)c(C)c1	7	0.2	2	3	-5
4	COc1cc(NC(=O)N2c3ccccc3Sc3ccccc32)c(C(=O)O)cc1OC	2	3.4	8	0	-8
5	CN(C(=O)CSc1nc(O)cc(=O)n1C1CCCC1)c1ccccc1	3	-0.9	-3	9	10
6	CC(C)CC(=O)N1CCN(CC2CC=CCC2)CC1 (stereo not given)	6	-0.3	2	1	-4
7	CCC(O)c1nc2ccccc2n1CCc1ccccc1 (stereo not given)	-3	0.6	1	0	6
8	CCNS(=O)(=O)c1ccc(CCC(=O)NCc2ccncc2)cc1	-8	2.3	4	12	4

#	Yeast superoxide	Bcl-xL primary	Fam108B counter	Efflux pump inh
1	112	5	3	0.0
2	78	-2	-1	-0.1
3	90	3	-1	-0.1
4	90	-7	6	0.1
5	99	0	-4	-0.1
6	100	6	5	-0.1
7	91	5	1	0.0
8	92	6	-1	-0.1

Next results follow:
#	Molecule	GLD-1 TGE inh	MEX-5 binding	MCL1-BIM inh	EBNA-1 inhibitor	ZTA DNA inh
9	O=c1oc(-c2cccs2)nc2sc3c(c12)CCC3	1	6.7	3	8	0
10	CN(CCO)c1cc(NCCCN2CCC(Cc3ccccc3)CC2)c2nonc2c1[N+](=O)[O-]	-1	-0.9	3	1	7
11	COc1ccc(NC(=O)C2CCC(CNC(=O)[C@@H]3Cc4ccccc4CN3)CC2)cc1 (stereo not given in full)	-3	1.7	9	-5	-5
12	O=C(c1ccc(-c2ccc([N+](=O)[O-])cc2)o1)N1CCCC(C(F)(F)F)C1 (stereo not given)	7	0.2	11	2	5
13	COc1ccc(N2C(=O)C3C(c4ccc(OC)cc4O)NC(Cc4ccccc4)(C(=O)O)C3C2=O)cc1 (stereo not given)	5	-0.3	4	14	20
14	CC(C)NC(=O)NC(=O)CSc1nnc(-c2ccccc2F)n1N	4	-1.7	-2	-1	-8
15	CC(Oc1ccccc1)C(=O)NC1CC(C)(C)NC(C)(C)C1 (stereo not given)	-4	-3.2	2	7	-2
16	COc1ccc(COc2cccc(C=O)c2)cc1	-3	1.8	0	6	2

#	Yeast superoxide	Bcl-xL primary	Fam108B counter	Efflux pump inh
9	119	2	2	0.0
10	93	-2	5	-0.1
11	83	3	2	0.1
12	75	15	4	-0.1
13	95	4	1	-0.1
14	112	-1	0	0.1
15	106	3	4	0.0
16	103	5	4	-0.1

Next structures follow:
#	Molecule	GLD-1 TGE inh	MEX-5 binding	MCL1-BIM inh	EBNA-1 inhibitor	ZTA DNA inh
17	CCCN1CCN(S(=O)(=O)c2ccc3c(c2)NC(=O)C(C)C(=O)N3)CC1 (stereo not given)	2	-0.4	12	4	0
18	Cc1ccc(S(=O)(=O)N2C(=O)CCC2C(=O)Nn2cnnc2)cc1 (stereo not given)	6	-3.5	1	-6	-12
19	CC1(C)CC(=O)C=C(NCc2cccnc2)C1	2	-2.0	2	5	-6
20	O=C(CSc1cn[nH]n1)Nc1cccc(C(=O)O)c1	5	-5.7	14	9	3
21	O=C(O)c1ccc2c(c1)C(c1ccccc1)OC2=O (stereo not given)	14	-0.4	13	1	3
22	O=c1[nH]c(CSc2nnnn2-c2ccccc2)nc2ccccc12	7	-0.4	6	-18	-5
23	CN(CC(=O)NCc1ccco1)CC(=O)Nc1c(Cl)cccc1Cl	2	·	-10	·	-14
24	Cc1cccc(C(CC(=O)NCc2ccco2)c2ccccc2)c1O (stereo not given)	-3	-0.8	7	2	4

#	Yeast superoxide	Bcl-xL primary	Fam108B counter	Efflux pump inh
17	84	5	5	-0.1
18	100	-2	2	0.0
19	103	1	-2	-0.7
20	112	8	1	-0.1
21	104	13	1	-0.1
22	111	4	2	-0.1
23	102	0	·	-0.4
24	87	5	3	0.0

Single records, as listed above.
`CC(Oc1ccccc1)C(=O)NC1CC(C)(C)NC(C)(C)C1` (stereo not given) is listed with GLD-1 TGE inh = -4; MEX-5 binding = -3.2; MCL1-BIM inh = 2; EBNA-1 inhibitor = 7; ZTA DNA inh = -2; Yeast superoxide = 106; Bcl-xL primary = 3; Fam108B counter = 4; Efflux pump inh = 0.0
`COc1ccc(NC(=O)C2CCC(CNC(=O)[C@@H]3Cc4ccccc4CN3)CC2)cc1` (stereo not given in full) is listed with GLD-1 TGE inh = -3; MEX-5 binding = 1.7; MCL1-BIM inh = 9; EBNA-1 inhibitor = -5; ZTA DNA inh = -5; Yeast superoxide = 83; Bcl-xL primary = 3; Fam108B counter = 2; Efflux pump inh = 0.1

Remaining list, next part
#	Molecule	GLD-1 TGE inh	MEX-5 binding	MCL1-BIM inh	EBNA-1 inhibitor	ZTA DNA inh
25	O=C(CSc1nnc(NC(=O)c2ccc(F)cc2F)s1)NC1CC1	-5	2.9	6	-6	5
26	O=C(OCC(=O)N1CCCCCC1)c1ccc(Cl)c(S(=O)(=O)N2CCCC2)c1	1	2.7	-2	-3	-20
27	Cc1nnsc1S(=O)(=O)Cc1ccccc1Cl	4	1.0	5	-3	14
28	CCn1c(C(C#N)/C(=N\S(=O)(=O)c2cccs2)c2ccccc2)nc2ccccc21 (stereo not given)	-1	-2.7	13	12	0
29	Cc1cccc(NC(=O)c2c(O)c3ccccc3n(C)c2=O)c1	1	-1.8	1	9	3
30	COc1cc([N+](=O)[O-])cc(/C=N/NC(=O)Cn2nc(C)cc2C)c1O	1	-6.0	14	-5	-8
31	Cc1ccc(C)c2sc(NC(=O)c3ccc(N4CCCCC4)c([N+](=O)[O-])c3)nc12	-1	-4.0	1	6	6
32	CC(=O)Oc1ccc(/C=N/NS(=O)(=O)c2ccccc2)cc1	2	-4.0	-6	7	1

#	Yeast superoxide	Bcl-xL primary	Fam108B counter	Efflux pump inh
25	111	1	0	-0.1
26	91	1	3	0.1
27	96	2	0	0.0
28	99	12	1	-0.1
29	103	4	1	-0.1
30	108	2	-3	-0.1
31	103	6	-2	0.1
32	102	-1	3	-0.1

Some of the entries above in another layout:
Second line of a record – GLD-1 TGE inh | MEX-5 binding | MCL1-BIM inh | EBNA-1 inhibitor | ZTA DNA inh | Yeast superoxide | Bcl-xL primary | Fam108B counter | Efflux pump inh
[9] O=c1oc(-c2cccs2)nc2sc3c(c12)CCC3
  1 | 6.7 | 3 | 8 | 0 | 119 | 2 | 2 | 0.0
[21] O=C(O)c1ccc2c(c1)C(c1ccccc1)OC2=O (stereo not given)
  14 | -0.4 | 13 | 1 | 3 | 104 | 13 | 1 | -0.1

Next part.
#	Molecule	GLD-1 TGE inh	MEX-5 binding	MCL1-BIM inh	EBNA-1 inhibitor	ZTA DNA inh
33	CN1CC=C2C(C#N)=C(N)C(C#N)(C#N)C(CCc3ccccc3)C2C1 (stereo not given)	49*	·	82*	4	-17
34	CC1CN(CC(O)COC(c2ccccc2)c2ccccc2)CC(C)O1 (stereo not given)	0	0.6	7	16	6
35	O=C(CNC(=O)c1ccccn1)N=Nc1c(O)[nH]c2ccccc12	-5	1.9	11	3	5
36	COCCn1c(SCC(=O)NC(=O)NC(C)(C)C)nc2ccccc21	1	-1.2	-4	3	-13
37	CN(C)CCn1cnc2c(c1=N)C(c1ccccc1)c1ccc3ccccc3c1O2 (stereo not given)	-17	-0.7	-5	-17	10
38	O=S(=O)(c1ccc(Cl)cc1)N1CCN(C(=S)NCC2CCCO2)CC1 (stereo not given)	10	-0.8	0	-3	2
39	Cc1nn(-c2ccccc2)c(Cl)c1C(=O)NNC(=O)c1ccccc1O	1	·	11	·	-11
40	CCOC(=O)c1c(C)[nH]c2cc(Br)c(OC)cc12	1	0.3	3	-10	9

#	Yeast superoxide	Bcl-xL primary	Fam108B counter	Efflux pump inh
33	98	89*	2	0.0
34	96	6	1	-0.7
35	96	11	2	-0.1
36	98	-12	-2	0.1
37	123	-3	-3	0.1
38	105	-1	0	-0.3
39	98	0	·	-0.5
40	90	6	3	0.4

Continuation:
#	Molecule	GLD-1 TGE inh	MEX-5 binding	MCL1-BIM inh	EBNA-1 inhibitor	ZTA DNA inh
41	Nc1nnn(CC(=O)N/N=C/c2ccccc2Cl)n1	7	2.9	7	-7	-6
42	Cc1ccc(C(c2nnnn2C(C)(C)C)N2CCC(C)CC2)cc1 (stereo not given)	-6	7.2	1	4	-4
43	O=C(N/N=C/c1ccco1)c1cc(-c2cccc(Br)c2)nc2ccccc12	-1	-2.0	-4	-7	-1
44	Cc1nc(NC(=O)c2c(-c3ccccc3Cl)noc2C)sc1C	-4	1.9	2	3	4
45	CCSc1nnc(-c2cccnc2)n1-c1ccc(Cl)c(C)c1	1	-0.9	-4	0	16
46	CC(C)(C)NC(=O)N1CCN(S(=O)(=O)c2ccc3c(c2)CCC3)CC1	1	·	-7	·	9
47	COc1ccc(CCNC(=O)CC2COc3ccccc3O2)cc1OC (stereo not given)	2	0.5	7	0	8
48	COCCCNC(=O)CSC1=Nc2ccccc2C2=NC(CC(=O)NCc3ccccc3)C(=O)N12 (stereo not given)	1	0.2	4	13	11

#	Yeast superoxide	Bcl-xL primary	Fam108B counter	Efflux pump inh
41	91	2	0	0.1
42	94	1	-5	0.0
43	119	1	-12	-0.3
44	98	1	-2	-0.6
45	93	-5	0	0.0
46	93	-5	·	-0.1
47	97	4	-1	-0.1
48	106	4	0	0.3

Next structures
#	Molecule	GLD-1 TGE inh	MEX-5 binding	MCL1-BIM inh	EBNA-1 inhibitor	ZTA DNA inh
49	Cc1oc2c(C)c3oc(=O)c(CC(=O)N[C@@H](CC(C)C)C(=O)N[C@@H](Cc4ccccc4)C(=O)O)c(C)c3cc2c1C	4	3.6	12	10	-3
50	O=S(=O)(Nc1ccc(S(=O)(=O)N2CCCCCC2)cc1)c1cccs1	3	0.0	4	8	-3
51	CCN(CC)C(=O)c1sc2nc(-c3ccc(OC)cc3)cn2c1C	6	-1.8	1	9	29
52	COCCNC(=O)Cn1nc(C)c2ccccc2c1=O	7	-1.8	3	2	-1

#	Yeast superoxide	Bcl-xL primary	Fam108B counter	Efflux pump inh
49	91	10	1	0.0
50	87	6	4	-0.2
51	101	1	-1	-0.1
52	109	5	0	-0.1
